# KAT2A inh = inhibitors of human GCN5L2 histone acetyltransferase; Q92830; GCN5L2 HAT assay, ThioGlo1 CoA-SH fluorescence; Potency, µM (highest dose often 58.9 µM), for inactives: top-dose activity change, negative = inhibition, usual class: inhibitors; hit rate 0.21% among 390,000; AID 504327
# Target sequence (Q92830 whole entry, looked up): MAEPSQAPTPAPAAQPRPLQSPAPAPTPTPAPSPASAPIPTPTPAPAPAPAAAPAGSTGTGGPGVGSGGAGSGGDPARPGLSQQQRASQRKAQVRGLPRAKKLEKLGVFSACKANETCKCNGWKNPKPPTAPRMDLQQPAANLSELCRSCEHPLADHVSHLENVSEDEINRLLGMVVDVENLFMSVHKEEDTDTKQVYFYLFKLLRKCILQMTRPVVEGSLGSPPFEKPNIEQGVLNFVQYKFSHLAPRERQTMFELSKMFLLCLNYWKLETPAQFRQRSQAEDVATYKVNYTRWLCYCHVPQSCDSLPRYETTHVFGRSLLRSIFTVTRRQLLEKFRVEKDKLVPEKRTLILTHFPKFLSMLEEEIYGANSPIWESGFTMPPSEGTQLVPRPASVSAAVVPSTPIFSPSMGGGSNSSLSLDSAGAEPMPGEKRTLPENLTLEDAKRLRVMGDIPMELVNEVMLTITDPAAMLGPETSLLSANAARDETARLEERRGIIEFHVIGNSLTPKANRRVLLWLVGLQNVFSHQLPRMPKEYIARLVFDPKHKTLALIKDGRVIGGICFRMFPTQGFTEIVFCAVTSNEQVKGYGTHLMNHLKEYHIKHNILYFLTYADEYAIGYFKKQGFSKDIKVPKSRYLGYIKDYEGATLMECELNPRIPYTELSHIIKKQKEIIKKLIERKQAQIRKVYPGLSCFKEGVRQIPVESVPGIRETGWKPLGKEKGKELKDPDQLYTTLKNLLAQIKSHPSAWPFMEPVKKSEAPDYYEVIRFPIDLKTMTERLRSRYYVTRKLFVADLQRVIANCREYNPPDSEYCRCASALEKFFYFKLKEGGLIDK
#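 GCN5L2 (20 nM) in 50mM HEPES pH 7.5, 0.1mM EDTA, 0.01% Tween-20 preincubated 15 min with compounds at room temperature. Reaction started with H3(1-25) 75uM, acetyl-CoA 70uM, ThioGlo1 50uM; CoA-thiol fluorescence (Ex340/Em540) read at 0 and 20 min.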
# TDP1 cell CPT = DT40-hTDP1 cell growth loss with CPT; hit rate 12% among 420,000; Potency, µM (series often up to 46.2 µM), inactives show at the highest dose activity change, negative = growth inhibition, usual class: inhibitors; chicken DT40 Tdp1-/-;hTDP1 cells + 20 nM CPT, ATP luminescence, 48 h; also: nearly all actives have a fitted effect of over 55% in size
#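 Cell growth measured by CellTiter-Glo luminescence after a minimum 48 h, 37 C compound exposure with 20 nM CPT in Tdp1-knockout DT40 cells stably expressing hTDP1, seeded 400/well; qHTS titration format.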
# DT40 TDP1 no CPT = qHTS for Inhibitors of human tyrosyl-DNA phosphodiesterase 1 (TDP1): qHTS in cells in absence of CPT; DT40 Tdp1-/- hTDP1 cells, no CPT, ATP luminescence, 48 h; Potency, µM (titrated, usually from 46.2 µM), for inactives: top-dose activity change, negative = growth inhibition, usual class: inhibitors; hit rate 15% among 420,000; AID 686978, 2013; also: nearly all actives have a fitted effect of over 55% in size
#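 No-CPT arm: Tdp1-/-;hTDP1 DT40 cells (400/well) plus compounds, incubated ≥48 hr at 37 °C. Readout CellTiter-Glo luminescence.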
# Starred values were filed as active, the others as inactive; ? = inconclusive; · = not tested or not shown; & = joins results of further samples; ! = a repeat was not active; [ ] = another dose, or the depositor's remark. Calls follow the shape of the dose curve; as a rule, active = well fitted curve in the direction sought with a large enough effect; inconclusive = small, poorly fitted or top-dose-only effect, or another doubt; inactive = no such curve, though single readings can be large; an effect the other way counts as inactive or inconclusive. % is scaled to controls: 0 for no effect and ±100 for the full control effect; potency is read from the fitted curve at half-maximal effect.
SMILES,KAT2A inh,TDP1 cell CPT,DT40 TDP1 no CPT
COc1ccccc1CCC(=O)Nc1ccc2c(c1)c(=O)n(C)n2-c1cccs1,·,3.7µM*,3.7µM*
COc1ccc(/C=N/NC(=O)c2nc(Cl)c(Cl)c(N)c2Cl)cc1COc1ccc(F)cc1F,-11%,?,?
O=C(Nc1cc(-c2nc3ncccc3o2)ccc1Cl)c1ccco1,-17%,-11%,?
CSc1ccc(/C=N/n2c(C)nnc2C)cc1,-3%,14%,-1%
CCOc1ccc2nc(NC(=O)CCn3cccc3)sc2c1,-17%,-9%,-2%
COc1ccc(CCNC(=O)c2cc3c(=O)n4ccccc4nc3n(C3CCCCC3)c2=N)cc1OC,-3%,?,?
Cn1c(=O)oc2cc(S(=O)(=O)Nc3ccc4c(c3)OCCO4)ccc21,·,?,?
O=S(=O)(c1ccc2c(Cl)cccc2c1)N1CCN(c2nc(-c3cccs3)nc3ccccc23)CC1,·,-3%,-10%
O=C(Nc1ccccc1C(=O)O)c1ccc(Br)c(S(=O)(=O)NCc2ccccc2)c1,-1%,?,?
COc1ccccc1N1CCN(C(=O)c2c(-c3c(Cl)cccc3Cl)noc2C)CC1,-9%,?,21µM*
O=C(O)Cc1ccc(NC(=O)c2ccc3c(c2)C(=O)N(Cc2ccccc2)C3=O)cc1,·,30%[activator],16%
Cn1nnnc1SCc1ccc([N+](=O)[O-])cc1,-3%,16%,8%
Cc1ccc(S(=O)(=O)N(CC(=O)N/N=C/c2ccc(F)cc2)c2cccc3cccnc23)cc1,17%,?,?
COc1ccc(C(C)(C)C)cc1NC(=O)c1ccc2ncsc2c1,-6%,?,?
COCCn1c(SC(C)C(=O)NC2CC2)nnc1-c1cccc(C)c1 (stereo not given),-14%,-11%,-20%
Cc1sc2ncnc(N3CCC(C(=O)N(CC(C)C)c4nc5ccccc5s4)CC3)c2c1C,-2%,21µM*,15µM*
Cc1ccc(NS(=O)(=O)c2ccc(C(=O)NCc3ccccn3)cc2)cc1,?,-27%,1%
O=C(NCc1ccccc1)C(=O)NCC(c1ccco1)S(=O)(=O)c1ccccc1 (stereo not given),-2%,-5%,-20%
O=C(O)C(c1cccs1)C1(O)CCCCC1 (stereo not given),·,-2%,-2%
Cc1ccc(S(=O)(=O)NC(=NCc2ccccc2)c2ccc(F)cc2)cc1,-11%,-5%,13%
O=C(COc1ccccc1Cl)NNC(=O)c1ccc2c(=O)n3c(nc2c1)CCC3,1%,-27%,1%
CCC(C)[C@H](N)c1nnc(SCC(=O)Nc2cccc(Cl)c2)o1 (stereo not given in full),0%,0%,12%
CCCC[C@H]1COCCS(=O)(=O)N1Cc1ccccc1F,-1%,?,?
Cc1ccc(/C=C2\SC(=S)N(CCCC(=O)NC3CCCC3)C2=O)cc1,2%,-22%,18µM*
CCNc1nc2c(cnn2C)c(=O)[nH]1,·,4%,-7%
CCS(=O)(=O)N1CCN(S(=O)(=O)c2ccc3ccccc3c2)CC1,-9%,?,?
Cc1cc(OCCCCOc2ccc(C#N)cc2)ccc1[N+](=O)[O-],7%,13µM*,8.2µM*
O=C(NCc1ccco1)/C(=C\c1cccs1)NC(=O)c1ccccc1,-2%,13%,2%
CCOc1cccc(C=NNc2ccc(S(=O)(=O)Nc3ccccc3C(=O)O)cc2[N+](=O)[O-])c1O,-30%,-2%,0%
CCOc1ccc(-n2c(=S)sc3c(=O)[nH]c(SCC(=O)NC4CCCCC4)nc32)cc1,·,-18%,-25%
Cc1onc(-c2ccccc2)c1C(=O)NCc1cccnc1,-2%,-1%,-11%
Cc1noc(C)c1-c1ccc(C(=O)N2CCN(C)CC2)c2occc12,·,?,-17%
Nc1ncnc2c1cnn2-c1ccccc1,4%&13%,5%,2%
Cc1ccc(CNC(=O)NC2CCCCC2)cc1,-2%,-11%,-9%
COc1ccc(CNC(=O)c2ccc3ccccc3n2)cc1,-3%,-9%,?
CC(=O)c1ccc(OCCOc2ccc(C#N)cc2)cc1,-8%,?,?
COc1ccc(-c2oc3ccccc3c2C(=O)OCc2ccc(O)cc2)cc1,4%,-17%,-15%
Cc1onc(-c2ccccc2)c1C(=O)Nc1ccc(NC(=O)c2c(-c3ccccc3)noc2C)cc1,·,-2%,-19%
Cc1ccccc1CSc1nncn1N,-19%,6%,1%
CCC(C)Sc1nnc(NS(=O)(=O)Cc2ccccc2)s1 (stereo not given),-5%,0%,-13%
Cc1cc(=O)c2c(O)c3c(O)cc(=O)c4c3c3c(cc(O)c1c23)C(C)(C)C=4O,·,1µM*!,0.73µM*
C=CCn1c(SCc2csc(-c3ccc(C)cc3)n2)nnc1-c1ccccc1OC,-3%,12µM*,18µM*
COc1ccc(S(=O)(=O)N2CCOC23CCN(S(=O)(=O)c2ccc(F)cc2C)CC3)cc1,-1%,?,23µM*
O=S1(=O)CC=C(CSc2nc3ccccc3[nH]2)C1,-4%,-19%,-17%
COc1ccc2[nH]c3c(c2c1)CCN1C(=O)C(CC(=O)NC(C)(C)C)C[C@H](C(=O)N(C(C)C)C(C)C)[C@@]31C (stereo not given in full),0%,?,?
COc1ccc2oc(C(=O)N3CCN(C(=O)c4ccco4)CC3)c(C)c2c1,-3%,?,?
O=C(NCc1ccc2c(c1)OCO2)C1CCN(c2ccc(S(=O)(=O)N3CCCC3)cc2)CC1,-22%,-22%,?
CC1=C(C(=O)N2CCOCC2)C(c2ccsc2)C2=C(CCCC2=O)N1 (stereo not given),-2%,0%,-10%

# An excerpt from above with just DT40 TDP1 no CPT and TDP1 cell CPT:
SMILES	DT40 TDP1 no CPT	TDP1 cell CPT
Cc1onc(-c2ccccc2)c1C(=O)Nc1ccc(NC(=O)c2c(-c3ccccc3)noc2C)cc1	-19%	-2%
Cc1ccccc1CSc1nncn1N	1%	6%

# More compounds follow:
SMILES,KAT2A inh,TDP1 cell CPT,DT40 TDP1 no CPT
CCC(C)(C)NC(=O)c1sccc1Oc1ccc(F)cc1[N+](=O)[O-],-16%,2%,?
CN(C(=O)c1ccc(S(=O)(=O)NC2CCCC2)cc1)C1CCCCC1,-7%,-13%,-22%
N=c1c2ccccc2nc2n1CCCCCCC2,·,-9%,?
COc1ccc(N/N=C(\C=N\O)C(=O)c2ccc(OC)cc2)cc1,0%,2.6µM*,2.9µM*
COc1cc(/C(C)=N/NC(=O)CSc2nncn2C)ccc1OCc1ccccc1Cl,-5%,-10%,-8%
N#CC1(c2ccccc2)CCN(S(=O)(=O)c2ccc(OC(F)(F)F)cc2)CC1,-15%,-22%,15µM*
CCCc1ccc(OCCNC(C)=O)cc1,3%,-7%,-2%
Cc1c(C(=O)O)oc2c1/C(=N\O)CC(C)(C)C2,-3%,17%,-4%
c1ccc(Cn2c(-c3ccccc3)c[n+]3c2SCCC3)cc1,1%,2.9µM*,2.3µM*
COc1ccccc1OCCNC(=O)C1CC(=O)N(c2ccccc2OC)C1 (stereo not given),0%,-5%,16%
O=C1CCC/C=C/C[C@@H](CC(=O)N(CCO)Cc2ccccc2)C(=O)NC[C@H](c2ccccc2)O1,-8%,?,-25%
C#CCN(C[C@@H]1[C@@H](OC(=O)NCC2CCCCC2)[C@@H](OC(=O)NCC2CCCCC2)Cn2c(=O)n(CCCCCC)c(=O)n21)S(=O)(=O)c1ccc(C)cc1,·,?,6.5µM*

# Part of the list above, set out differently:
# Screens in order – KAT2A inh	TDP1 cell CPT	DT40 TDP1 no CPT
> COc1ccccc1CCC(=O)Nc1ccc2c(c1)c(=O)n(C)n2-c1cccs1
    ·	3.7µM*	3.7µM*
> COc1ccc(/C=N/NC(=O)c2nc(Cl)c(Cl)c(N)c2Cl)cc1COc1ccc(F)cc1F
    -11%	?	?
> O=C(Nc1cc(-c2nc3ncccc3o2)ccc1Cl)c1ccco1
    -17%	-11%	?
> CSc1ccc(/C=N/n2c(C)nnc2C)cc1
    -3%	14%	-1%
> CCOc1ccc2nc(NC(=O)CCn3cccc3)sc2c1
    -17%	-9%	-2%
> COc1ccc(CCNC(=O)c2cc3c(=O)n4ccccc4nc3n(C3CCCCC3)c2=N)cc1OC
    -3%	?	?
> Cn1c(=O)oc2cc(S(=O)(=O)Nc3ccc4c(c3)OCCO4)ccc21
    ·	?	?
> O=S(=O)(c1ccc2c(Cl)cccc2c1)N1CCN(c2nc(-c3cccs3)nc3ccccc23)CC1
    ·	-3%	-10%
> O=C(Nc1ccccc1C(=O)O)c1ccc(Br)c(S(=O)(=O)NCc2ccccc2)c1
    -1%	?	?
> COc1ccccc1N1CCN(C(=O)c2c(-c3c(Cl)cccc3Cl)noc2C)CC1
    -9%	?	21µM*
> O=C(O)Cc1ccc(NC(=O)c2ccc3c(c2)C(=O)N(Cc2ccccc2)C3=O)cc1
    ·	30%[activator]	16%
> Cn1nnnc1SCc1ccc([N+](=O)[O-])cc1
    -3%	16%	8%
> Cc1ccc(S(=O)(=O)N(CC(=O)N/N=C/c2ccc(F)cc2)c2cccc3cccnc23)cc1
    17%	?	?
> COc1ccc(C(C)(C)C)cc1NC(=O)c1ccc2ncsc2c1
    -6%	?	?
> COCCn1c(SC(C)C(=O)NC2CC2)nnc1-c1cccc(C)c1 (stereo not given)
    -14%	-11%	-20%
> Cc1sc2ncnc(N3CCC(C(=O)N(CC(C)C)c4nc5ccccc5s4)CC3)c2c1C
    -2%	21µM*	15µM*

# Later entries:
SMILES,KAT2A inh,TDP1 cell CPT,DT40 TDP1 no CPT
COc1ccc(-n2cc(-c3ccc(OC(F)F)cc3)[n+]3c2CCCCC3)cc1,-3%,1.3µM*,0.82µM*
COc1cc(-c2noc(-c3ccc(N4CCCCC4)c([N+](=O)[O-])c3)n2)cc(OC)c1OC,-13%,-3%,-1%
COc1cc(S(=O)(=O)Nc2ccc3c(c2)C(=O)N(C)C3=O)ccc1NC(C)=O,-4%,-11%,-9%
COc1cc(C(=O)N(Cc2ccc(N(C)C)cc2)CC2CCCO2)cc(OC)c1OC (stereo not given),-3%,-28%,?
Cc1ccc(Cl)cc1N1CCN(S(=O)(=O)c2ccc3c(c2)CC(=O)N3C)CC1,-14%&-11%,?,-21%&-5%
COc1ccc(-c2nc(N)ncc2Oc2ccccc2Br)c(O)c1,1%,-25%,?
CC1(C)NC(=O)N(CC(=O)OCC(=O)Nc2cccc(F)c2)C1=O,-3%,3%,-2%
NC(=O)c1nsc(C(=O)N(c2ccccc2)C(C(=O)NC2CCCC2)c2cccs2)c1N (stereo not given),-8%,6%,-15%
COc1ccccc1NC(=S)N(CCc1ccc(OC)c(OC)c1)Cc1ccccn1,-11%,?,?
COc1ccc(C(=O)C[n+]2ccc3c(c2)nc(-c2ccccc2)n3C)cc1,-2%,12µM*,8.2µM*
O=C(CSc1ccccn1)N1CCN(S(=O)(=O)c2ccc(Cl)cc2)CC1,-21%,-6%,-23%
Cc1cccc(C)c1NC(=S)N/N=C/c1ccccc1C(=O)O,-11%,3%,2%

# Compounds were not picked by outcome, and some 18% of all compounds hit somewhere here.
